Bioassay records from PubChem BioAssay.
cardiac RTF act: cardiac RTF calcium sensitivity activators, primary screen, biochemical, IANBD-TnC fluorescence, EC20 calcium; AID 493008, 2010; Troponin I, cardiac muscle (Homo sapiens) + Troponin T, cardiac muscle (Homo sapiens) + …; IANBD-labeled TnC RTF fluorescence at EC20 calcium; 0% EC20 calcium, 100% full calcium; activation, % at 7.2 µM; 0.24% of 340,000 active;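 active means activation above the mean over all tested compounds plus 3 SD, cut at about 30% in these data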;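 further: rise in fluorescence read as greater calcium sensitivity of cardiac thin filaments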
SR-BI DiI-HDL act: activators of SR-BI mediated DiI-HDL uptake, primary screen, ldlA[mSR-BI] CHO cells, DiI fluorescence. 0.096% of 320,000 active. activation, % at 12.5 µM. 3 h; 100 = double the neutral-control signal;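 active means mean replicate activation of at least 60% and every replicate at or above 60%; inconclusive means mean or all-replicate condition met, but not both; inactive means mean below 60% and not all replicates reaching 60%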;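 further: 0% = median plate neutral-control signal and 100% = twice that signal; values of inactives mirror those of a sister screen read the other way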
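Test system: SR-BI-overexpressing, LDLR-lacking CHO cells; Medium: Ham's F12 with 0.5% BSA, HEPES 25 mM, pH 7.4; Schedule: 3 h, 37 °C; Technique: bottom-read fluorescence, 550/595 nm.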
CAL PDZ FP-1: untagged CAL PDZ binding inhibitors, primary screen, biochemical, fluorescence polarization, HTS; Golgi-associated PDZ and coiled-coil motif-containing protein (Homo sapiens), Q9HD26; purified CAL PDZ, TMR-peptide fluorescence polarization, 1 h; inhibition, % at 24.9 µM; 0.92% of 300,000 active; AID 602252, 2012;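 active means mean inhibition of at least 30% with at least half of replicates also reaching 30%; inconclusive means no clear call, values can overlap the other calls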;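 further: 0% = DMSO neutral control and 100% = excess unlabeled competitor peptide PRC23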
C-LANA FP: inhibitors of KSHV C-LANA binding to DNA, primary screen, biochemical, fluorescence polarization, FAM-LBS DNA, MBP-C-LANA, single point | inhibition, % at 9 µM | 0.078% of 340,000 active | AID 504423, 2011 | Kaposi's sarcoma herpesvirus LANA C-terminal domain (residues 932-1162) DNA binding;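 active means highest replicate inhibition at or above 60% at 9 µM, even if other replicates fall short; inactive means all replicates below 60% inhibition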;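 further: 0% = neutral control wells and 100% = 4 µM acridine orange control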
PKA-R2B activ: activators of PKA-R2B holoenzyme, primary screen, biochemical, fluorescence polarization, Cy5-IP20, human; PKA-R2B holoenzyme dissociation; R2B truncated from residue 108, S112A mutant; 0% DMSO only, 100% 113 µM cGMP; activation, % at 11.4 µM; 0.079% of 340,000 active; AID 504700, 2011;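 active means activation above a cutoff set at the mean over all compounds plus 3 SD, cut at about 18% in these data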;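 further: higher means more holoenzyme dissociation and a rise in polarization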
Keap1-Nrf2 PPI: Keap1-Nrf2 protein-protein interaction inhibitors, primary screen, biochemical, fluorescence polarization, single point. Kelch-like ECH-associated protein 1 (Homo sapiens), Q14145. Keap1 Kelch-Nrf2 peptide fluorescence polarization, 1536-well. inhibition, % at 9.4 µM. 0.15% of 340,000 active. AID 504523, 2011; in the data active means inhibition above about 12%; inconclusive means no clear call, values can overlap the other calls; inactive means below about 7.3%;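 further: human Keap1 Kelch domain with fluorescein labeled Nrf2 9mer peptide probe; 0% = neutral control wells and 100% = peptide positive control; higher means more block of Keap1 binding to Nrf2 peptide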
Rtt109 Vps75: inhibitors of C. albicans Rtt109/Vps75 HAT, primary screen, biochemical, ThioGlo CoA-SH fluorescence, plate reader; Histone acetyltransferase RTT109 (Candida albicans (strain SC5314 / ATCC MYA-2876)), …; purified Rtt109/Vps75, 4 h; inhibition, % at 34.9 µM; 0.16% of 330,000 active;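 active means inhibition of at least 50% in every replicate; inconclusive means best replicate reaches 50% inhibition but some replicates fall short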
Target sequence (Q5AAJ8 whole entry, looked up): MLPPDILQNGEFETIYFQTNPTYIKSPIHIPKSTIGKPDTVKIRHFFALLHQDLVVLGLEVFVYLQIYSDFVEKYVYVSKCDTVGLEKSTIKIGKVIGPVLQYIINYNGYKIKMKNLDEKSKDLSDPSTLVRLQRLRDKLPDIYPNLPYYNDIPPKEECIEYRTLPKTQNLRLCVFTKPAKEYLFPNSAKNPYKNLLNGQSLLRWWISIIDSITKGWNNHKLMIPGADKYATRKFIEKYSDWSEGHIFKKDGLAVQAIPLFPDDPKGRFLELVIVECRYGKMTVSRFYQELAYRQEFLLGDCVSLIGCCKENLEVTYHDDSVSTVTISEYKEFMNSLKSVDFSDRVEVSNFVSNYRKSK
DAGLB inh: DAGLB lipase inhibitors, primary screen, biochemical, fluorescence, HTS; AID 504411, 2011; 0.059% of 340,000 active; Diacylglycerol lipase-beta (Homo sapiens), Q8NCG7; inhibition, % at 5.17 µM; HEK293T DAGLB membrane lysate, EnzChek fluorogenic substrate; in the data active means inhibition above about 34%;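 further: 0% = enzyme with vehicle and 100% = wells lacking enzyme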
Target sequence (Q8NCG7 whole entry, looked up): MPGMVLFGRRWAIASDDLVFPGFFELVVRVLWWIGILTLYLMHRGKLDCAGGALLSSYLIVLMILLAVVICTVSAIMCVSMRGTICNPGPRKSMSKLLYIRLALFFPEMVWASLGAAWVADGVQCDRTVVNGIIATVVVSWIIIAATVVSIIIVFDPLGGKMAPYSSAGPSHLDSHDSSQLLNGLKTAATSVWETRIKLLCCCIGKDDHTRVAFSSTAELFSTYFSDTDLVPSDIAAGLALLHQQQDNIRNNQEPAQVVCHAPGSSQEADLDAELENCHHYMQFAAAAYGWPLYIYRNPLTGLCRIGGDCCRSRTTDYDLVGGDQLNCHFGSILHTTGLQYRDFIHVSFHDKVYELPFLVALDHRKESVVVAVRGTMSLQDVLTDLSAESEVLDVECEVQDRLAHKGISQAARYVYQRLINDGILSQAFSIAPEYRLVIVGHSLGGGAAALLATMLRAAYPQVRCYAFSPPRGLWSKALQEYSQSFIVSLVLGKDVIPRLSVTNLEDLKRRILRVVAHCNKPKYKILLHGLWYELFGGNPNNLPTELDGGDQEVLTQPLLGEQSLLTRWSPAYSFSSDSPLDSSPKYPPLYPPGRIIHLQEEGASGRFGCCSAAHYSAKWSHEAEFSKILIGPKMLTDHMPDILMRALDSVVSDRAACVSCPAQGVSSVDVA
CAL PDZ FP-2: CAL PDZ peptide-binding inhibitors, primary screen, biochemical, fluorescence polarization, Cer-tagged CAL PDZ, HTS; purified CAL PDZ, TMR-peptide fluorescence polarization, 1 h; inhibition, % at 20 µM; 0.02% of 330,000 active; AID 504414, 2011;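 active means highest replicate inhibition of at least 40%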;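 further: plate controls were DMSO neutral control wells for no effect and unlabeled competitor peptide control wells for full effect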
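Material: tagged CAL PDZ protein CerCALP, purified; buffer or medium: sodium phosphate/NaCl buffer pH 7.4 with TCEP, IgG, Thesit; also added: fluorescent TMR peptide probe; schedule: 1 h incubation at room temperature before polarization reading; technique: fluorescence polarization from S- and P-plane intensities, G-factor corrected; control set: unlabelled peptide and DMSO controls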
RTF Ca sens inh: cardiac RTF calcium sensitivity inhibitors, primary screen, biochemical, IANBD-TnC fluorescence, EC70 calcium. Troponin I, cardiac muscle (Homo sapiens) + Troponin T, cardiac muscle (Homo sapiens) + …. IANBD-labeled cardiac RTF, Ca2+ fluorescence. inhibition, % at 7.15 µM. 0.12% of 340,000 active. AID 493244, 2011;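 active means inhibition above the mean inhibition of all tested compounds plus 3 SD, cut at about 17% in these data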;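 further: assay run at fixed EC70 calcium of 1.6 mM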
Numbers without * were called inactive; ? = inconclusive; / = not tested or not shown.

SMILES	cardiac RTF act	SR-BI DiI-HDL act	CAL PDZ FP-1	C-LANA FP	PKA-R2B activ	Keap1-Nrf2 PPI	Rtt109 Vps75	DAGLB inh	CAL PDZ FP-2	RTF Ca sens inh
CCc1cc(Cn2nc(-c3ccccc3)cc2C(=O)NCc2cccc(Br)c2)on1	1	2	-3	0.6	-1	0	9	-10	-1.3	6
COc1cccc(CNC(=O)COc2cccc(-n3cnnn3)c2)c1	1	2	-1	-0.7	1	0	-14	3	-2.1	-4
Cc1c(Cl)cccc1Nc1nc(N)nc(CN2CCc3ccccc3C2)n1	5	-2	-1	-1.1	-15	3	23	7	/	-1
O=C(Cc1cccs1)NCc1ccccc1	-1	32	-2	0.9	1	2	4	0	/	-3
COc1ccc(N(CCC#N)S(=O)(=O)c2ccc(Cl)cc2)cc1	-1	6	/	1.7	6	1	-12	0	-2.7	-6
COc1ccc([N+](=O)[O-])cc1NC(=O)COC(=O)Cc1cc(OC)c(OC)c(OC)c1	-1	-35	-6	1.4	5	0	-6	-3	-1.2	-8
N#CNC1=NCN(Cc2ccccc2)CN1	1	6	2	0.6	-6	3	-7	0	-1.4	-3
Nc1ccc2oc(-c3ccc4nc[nH]c4c3)nc2c1	6	29	1	-2.0	0	0	-8	-1	0.1	8
CC(=O)c1cccc(NC(=O)CN2C=NS(=O)(=O)c3ccc(C)cc32)c1	-2	7	3	0.4	-6	2	-3	3	-0.9	-5
CCOC(=O)N1CCC(NC(=O)c2ccc3c(c2)N(CC)CCS3)CC1	-4	-56	/	2.9	2	2	-3	2	-0.2	0
O=C1OCc2cc(NC(=O)C3CCCO3)ccc21 (centres undefined)	5	5	-2	-1.2	-3	1	/	0	-2.3	-1
COc1ccccc1/C=N/NC(=O)c1ccccc1NS(=O)(=O)c1ccc(C)cc1	4	-11	-1	-0.3	-2	4	17	5	-1.5	4
O=C(O)c1ccc(C(=O)c2ccc3c(c2)C(=O)N(CCO)C3=O)cc1	7	33	9	-1.8	-4	2	-13	0	-0.6	-5
O=C1c2ccc([N+](=O)[O-])cc2NC(c2ccco2)N1/N=C/c1ccco1 (centres undefined)	0	/	-1	-1.4	-12	-3	-1	1	-2.3	-7
CCOC(=O)C1=C(C)NC(=O)NC1c1ccc(OC(C)C(=O)O)c(OC)c1 (centres undefined)	-2	-4	4	0.6	-7	4	0	1	-0.9	3
Cn1c(CNc2ccccc2)nc2ccccc21	-1	5	-6	0.2	2	-3	5	1	/	-13
COc1ccc(CCNC(=O)NC(C(F)(F)F)C(F)(F)F)cc1OC	-2	-18	-2	-0.8	2	-5	-11	0	-0.7	11
Cc1cccc(N2CCN(Cc3ccc([N+](=O)[O-])o3)CC2)c1C	6	-5	/	0.6	-8	-2	-2	-6	0.7	-2
C/C(=N/NS(=O)(=O)c1ccc(Cl)cc1)c1cccc(NC(=O)c2ccc(Cl)cc2Cl)c1	-2	-8	-11	-3.2	-5	2	2	0	-0.4	0
CCc1nnc(NC(=O)CSc2nc(C3CCCCC3)nc3ccccc23)s1	-4	-24	1	-2.3	-11	-2	-2	-1	0.1	-4
Cc1onc(-c2ccccc2)c1C(=O)NCc1ccco1	1	15	-1	0.3	-3	-6	8	-1	0.3	6
Cc1cccc(-c2nc(CN3CCCC(C(=O)NC4CCCC4)C3)c(C)o2)c1 (centres undefined)	6	-13	-2	1.1	12	1	18	-2	-0.3	-3
CCn1nnnc1SCC(=O)N(C1CCCCC1)C1CCCCC1	0	-2	-3	-0.2	-9	-1	-4	-7	-2.6	-2
COc1ccc(-c2cc(C(=O)O)[nH]n2)cc1OC	1	/	-5	-1.8	4	-5	-5	0	-0.9	2
CS(=O)(=O)c1ccc(Cl)c(NC(=O)Cc2ccsc2)c1	4	16	-8	-0.4	-12	0	-4	-1	-1.3	-2
COc1ccccc1C(=O)Nc1ccc(OCc2nnc3c4ccccc4c(C)nn23)cc1	7	7	-1	0.5	-9	1	-6	1	-5.9	0
COc1ccc2cc(C(=O)Nc3ccc(O)cc3)sc(=O)c2c1OC	2	-17	-5	0.2	2	-4	15	4	-0.2	-7
CC(=O)N1CCOc2ccc(S(=O)(=O)N3CCC(C(=O)Nc4cc(C)ccc4C)CC3)cc21	-1	-4	-3	-1.7	-7	3	10	0	-0.8	-6
COc1ccc(NC(=O)CS(=O)(=O)c2ccccc2)cc1	6	-7	-9	-1.5	6	2	12	-2	0.9	-6
O=Cc1ccc(O)c(O)c1	-4	-8	1	2.7	10	-1	3	1	-1.0	0
CC(=O)Nc1ccc(NC(=O)COC(=O)c2ccccc2C(=O)c2ccccc2)cc1	-4	-13	/	0.4	3	-3	4	-1	-1.8	1
O=C1C2CCCN2C(c2ccco2)N1c1ccc(F)cc1 (centres undefined)	0	28	4	1.1	0	1	0	-1	0.7	8
CCCC(=O)NCCc1nc2ccccc2n1C	3	9	-4	-0.9	-3	-1	-9	1	-0.6	3
Cc1ccc(/C=C(/C#N)C(=O)NC(C)c2ccccc2)o1 (centres undefined)	0	-1	-1	0.4	-4	-3	11	-3	-0.3	-29
CC1CCCN(S(=O)(=O)c2ccc(NC(=O)Cc3ccc(S(=O)(=O)N4CCOCC4)s3)cc2)C1 (centres undefined)	-17	-20	-3	2.0	-16	-15	?	-5	-2.6	4
N#Cc1ccsc1NC(=O)C1CCCN1S(=O)(=O)c1cccs1 (centres undefined)	2	-3	3	1.3	-3	1	-3	0	-1.5	10
COc1ccccc1NC(=O)c1ccc(C)s1	5	-18	4	0.7	-4	-1	-3	-2	/	1
COC(C[C@H]1O[C@H]1C(=O)COCc1ccccc1)OC	-1	13	-1	0.0	0	-2	-4	-1	-0.9	5
C/C(=N\N=C(/N)SC1CC(=O)N(c2ccc(Cl)cc2)C1=O)c1cccs1 (centres undefined)	-22	-35	-2	-0.4	-3	2	16	-3	-2.9	3
COc1cccc(-c2cc(C(=O)N3CCN(C(=O)c4ccco4)CC3)on2)c1	-2	8	0	1.0	-1	-4	-2	1	-0.7	-4
O=C(Nc1nncs1)C1CC(=O)N(CCc2ccc(F)cc2)C1 (centres undefined)	8	-1	-6	2.5	1	-1	1	0	-4.8	-24
CC(C)CCn1c(CN2CCN(Cc3ccccc3)CC2)nc2c1c(=O)n(C)c(=O)n2C	1	12	-12	-0.3	1	-5	8	1	-4.6	2
COc1ccc(S(=O)(=O)N2CCOC2CNC(=O)C(=O)NCc2ccco2)cc1 (centres undefined)	-2	8	-1	0.1	-6	3	9	0	-0.8	-2
S=C(NCc1ccccc1)NNc1nc2ccccc2[nH]1	-3	16	6	-0.6	7	2	25	2	-0.7	-4
CC1(C)CC(=O)C2=C(C1)N(c1ccccc1)C(=O)C2(O)C(F)(F)F (centres undefined)	1	28	-2	-0.2	0	5	-1	0	-2.4	-8
NS(=O)(=O)c1cccc(NC(=O)/C=C/c2cccs2)c1	1	-12	1	0.7	4	1	4	0	-2.5	2
CCn1c(-c2ccccc2Cl)nn(CC(=O)NCCc2ccccc2)c1=S	-2	19	-5	-0.6	-3	1	-11	-1	-1.2	-3
CCN(CC)S(=O)(=O)c1cc(NS(=O)(=O)c2cccc(Cl)c2Cl)ccc1C	5	12	0	-2.9	-9	2	11	1	-0.5	47*
OCC[C@H]1C[C@@H](O)[C@H](O)[C@]2(CCCCO2)O1	-3	30	-4	0.7	-5	2	7	-2	1.3	3
CCCCn1cnc2cc(C)c(C)cc21	-5	-11	-1	0.2	-1	-4	-4	-4	-0.1	-9
O=C(O)c1ccc(CNS(=O)(=O)c2ccc3ccccc3c2)cc1	4	/	/	1.0	-4	0	-14	1	-0.8	-6
CCCCCc1cc(=O)oc2c(C(CCN3CCCCC3)c3ccc(OC)cc3)c(OC)cc(OC)c12 (centres undefined)	-5	9	-3	-1.9	-5	1	6	2	-1.5	-9
Cc1cc(C)nc(SCc2ccc(C(=O)NN=C3C4CC5CC(C4)CC3C5)cc2)n1	-3	5	3	0.8	-5	-2	-1	-3	-1.9	-5
CS(=O)c1ccccc1-c1nc(-c2ccc([N+](=O)[O-])cc2)no1 (centres undefined)	-2	-6	-1	1.0	-8	-5	-4	1	0.0	-13
CC(=O)N(CN1C(=O)c2ccc([N+](=O)[O-])cc2C1=O)c1cccc(C(=O)O)c1	-4	49	3	-1.1	-4	-2	-5	-1	-0.1	-10
CCn1cc(S(=O)(=O)Nc2ncccn2)cn1	-1	6	-7	-1.4	1	5	14	1	-1.0	-5
CCOc1ccc(N(CC(=O)NC2CCCC2)C(=O)CCC(=O)Nc2nc(C)cs2)cc1	4	6	-3	-1.6	9	2	11	3	-2.5	-5
COc1ccc2c(c1)c(=O)oc1c(C)c(OC(C)C(=O)N[C@@H](Cc3c[nH]c4ccc(O)cc34)C(=O)O)ccc12 (some centres undefined)	6	-13	-14	9.0	-11	-8	3	2	-0.9	2
CCOC(=O)C1(CC2CC2)CCN(Cc2cn[nH]c2-c2cccc(F)c2)CC1	-2	11	-2	0.4	0	-2	-5	-2	-1.7	-3

Pulled by structure from above (two):
SMILES	cardiac RTF act	SR-BI DiI-HDL act	CAL PDZ FP-1	C-LANA FP	PKA-R2B activ	Keap1-Nrf2 PPI	Rtt109 Vps75	DAGLB inh	CAL PDZ FP-2	RTF Ca sens inh
O=C1C2CCCN2C(c2ccco2)N1c1ccc(F)cc1 (centres undefined)	0	28	4	1.1	0	1	0	-1	0.7	8
Cc1ccc(/C=C(/C#N)C(=O)NC(C)c2ccccc2)o1 (centres undefined)	0	-1	-1	0.4	-4	-3	11	-3	-0.3	-29
